High-throughput results deposited in PubChem by NMMLSC.
ABCB1 block: blocks JC-1 efflux by human ABCB1 transporter | P08183 | inhibition, % at 6.6 µM | AID 1326 | 0.067% of 190,000 active | CCRF-Adr cells, flow cytometry; in the data active = inhibition above about 40%;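 note: 0% = vehicle and 100% = reference inhibitor; higher value means more JC-1 retained so stronger ABCB1 efflux block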
RGS8-Gao: modulates binding of RGS8 to human Galphao; P09471; multiplexed bead flow cytometry; actives lie on both sides; response (percent of control binding), % at 10 µM; 0.34% of 220,000 active; AID 1423; in the data active = response below about 60% or above about 140%; inactive = in between;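 note: Galphao activated as the GDP aluminium fluoride complex binding bead-coupled RGS8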
Target sequence (P09471 whole entry, looked up): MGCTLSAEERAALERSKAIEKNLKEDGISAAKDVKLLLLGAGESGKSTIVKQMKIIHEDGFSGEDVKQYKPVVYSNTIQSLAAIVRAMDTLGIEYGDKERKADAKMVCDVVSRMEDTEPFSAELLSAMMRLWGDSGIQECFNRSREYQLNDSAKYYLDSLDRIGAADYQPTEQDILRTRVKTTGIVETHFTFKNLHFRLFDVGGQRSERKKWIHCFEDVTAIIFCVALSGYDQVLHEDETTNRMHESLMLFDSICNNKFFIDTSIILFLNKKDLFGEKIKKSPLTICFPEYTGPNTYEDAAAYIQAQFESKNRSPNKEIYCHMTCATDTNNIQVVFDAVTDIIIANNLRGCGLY
Bim-Bcl-2: inhibitors of Bim-Bcl-2 interaction, human. P10415. Bead-based flow cytometry, Bim peptide-Bcl-2 binding. inhibition, % at 10 µM. 0.06% of 190,000 active. AID 950; in the data active = inhibition above about 40%; inconclusive = no clear call, values can overlap the other calls;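 note: 0% = no compound wells with probe peptide and 100% = reference peptide inhibitor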
RGS7-Gao reg: human RGS7-Galphao interaction regulation | Multiplexed bead flow cytometry, RGS7-Galphao binding; actives lie on both sides | 0.35% of 220,000 active | AID 1439 | binding response (% of control), % at 10 µM | P09471; in the data active = binding response below about 49% or above about 150%; inconclusive = no clear call, values can overlap the other calls; inactive = in between;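 note: fluorescent Galphao held in activated GDP-AlF4 state binding bead-coupled RGS7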
GSH bead fluor: GSH bead compound fluorescence profile; GSH beads flow cytometry, compound fluorescence 488/530 nm; hits give high values; fluorescence (KMESF) at 10 µM; 0.25% of 190,000 active; in the data active = fluorescence above about 89;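 note: glutathione beads carrying GST-tagged Bcl family fusion proteins plus one bare bead set; values are compound well signal with DMSO vehicle wells as background; inactives centre near 16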
RGS4-Gao reg: human RGS4-Galphao interaction regulation; binding response (% of control), % at 10 µM; 0.33% of 220,000 active; P09471; Multiplexed bead flow cytometry, RGS4-Galphao binding; actives lie on both sides; in the data active = binding response below about 49% or above about 150%; inactive = in between;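 note: fluorescent Galphao activated with aluminum fluoride binding bead-coupled RGS4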
Bim-Bcl-XL: human Bim-Bcl-XL interaction inhibition; Bim peptide-Bcl-XL binding, bead flow cytometry, fluorescence; inhibition, % at 10 µM; 0.04% of 190,000 active
Target sequence (Q07817 whole entry, looked up): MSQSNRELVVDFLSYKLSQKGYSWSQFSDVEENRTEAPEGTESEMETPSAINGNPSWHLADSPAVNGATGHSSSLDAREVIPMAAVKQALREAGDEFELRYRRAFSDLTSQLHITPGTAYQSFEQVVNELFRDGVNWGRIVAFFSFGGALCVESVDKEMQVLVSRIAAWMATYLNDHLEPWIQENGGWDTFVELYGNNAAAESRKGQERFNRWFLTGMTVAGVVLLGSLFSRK
Bfl-1 Bim block: disrupts Bim binding to human Bfl-1; Q16548; 0.12% of 190,000 active; Bead-based flow cytometry, Bim-Bfl-1 binding inhibition; inhibition, % at 10 µM;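 note: 0% = wells without compound plus tracer and 100% = blocker peptide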
ABCG2 block: blocks JC-1 efflux by human ABCG2 transporter. Q9UNQ0. IgMXP3 cells, flow cytometry. inhibition, % at 6.6 µM. 0.1% of 190,000 active. AID 1325;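 active = inhibition above 80%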;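 note: 0% = DMSO and 100% = nicardipine control wells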
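Measure – % inhibition of efflux relative to nicardipine and DMSO · Test system – ABCG2 IgMXP3 and barcoded ABCB1 CCRF-Adr cell mix · Control set – nicardipine as high control, DMSO as low control · Compound – one concentration, 6.6 µM final · Signal – flow cytometry of retained JC-1 fluorescence · Timing – 10 min exposure at 25 °C with rotation, no wash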
Bim-Bcl-B: human Bim-Bcl-B interaction inhibition | Q9HD36 | bead-based flow cytometry, Bim peptide-Bcl-B binding | inhibition, % at 10 µM | 0.073% of 190,000 active;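 note: 0% = tracer peptide without compound and 100% = reference inhibitor peptide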
Target sequence (Q9HD36 whole entry, looked up): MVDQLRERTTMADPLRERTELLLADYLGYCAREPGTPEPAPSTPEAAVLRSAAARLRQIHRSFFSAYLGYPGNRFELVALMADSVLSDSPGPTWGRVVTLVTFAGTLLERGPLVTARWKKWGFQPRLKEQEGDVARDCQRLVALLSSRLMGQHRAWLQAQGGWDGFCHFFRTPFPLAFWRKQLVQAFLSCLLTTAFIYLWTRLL
Bim-Bcl-W: disrupts Bim peptide binding to human Bcl-W | Q92843 | bead-based flow cytometry | inhibition, % at 10 µM | 0.02% of 190,000 active | AID 952;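 note: 0% = bound tracer without compound and 100% = peptide blocker; higher means less fluorescent Bim peptide bound to Bcl-W beads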
Target sequence (Q92843 whole entry, looked up): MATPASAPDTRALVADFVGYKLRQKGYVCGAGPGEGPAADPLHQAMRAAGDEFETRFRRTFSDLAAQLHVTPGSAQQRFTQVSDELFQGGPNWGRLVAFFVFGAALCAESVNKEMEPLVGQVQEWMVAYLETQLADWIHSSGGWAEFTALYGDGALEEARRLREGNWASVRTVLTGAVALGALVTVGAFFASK
Active calls of the source: *; ? = inconclusive. Cut-off read from the data, not from the text of the source, unless noted: active = inhibition above about 40%.

SMILES | ABCB1 block | RGS8-Gao | Bim-Bcl-2 | RGS7-Gao reg | GSH bead fluor | RGS4-Gao reg | Bim-Bcl-XL | Bfl-1 Bim block | ABCG2 block | Bim-Bcl-B | Bim-Bcl-W
COc1cc(C(=O)Nc2ccc(Br)cc2C(=O)c2cc(OC)c(OC)c(OC)c2)cc(OC)c1OC | -1.5 | 105 | -7 | 103 | 12 | 101 | -3 | -9 | 3 | -7 | -2
COc1ccc(Cl)cc1NC(=O)COC(=O)C(CC(C)C)N1C(=O)C2CC=CCC2C1=O (configuration not stated) | 2.6 | 101 | -9 | 101 | 20 | 103 | -7 | -6 | 19 | -6 | -5
COc1ccc2c(Cl)c(C(=O)N/N=C/c3ccc4c(c3)OCO4)sc2c1 | -0.1 | 102 | -1 | 99 | 8 | 101 | 0 | -1 | 0 | -2 | -4
CCn1c(SCc2ccccc2)nnc1-c1cccnc1 | 1.2 | 98 | -2 | 99 | 11 | 104 | -2 | -2 | 2 | -1 | 0
O=C(c1ccc(Cl)c(S(=O)(=O)N2CCCCCC2)c1)N1CCN(c2ccccn2)CC1 | 1.2 | 99 | -8 | 100 | 8 | 95 | -2 | -10 | 1 | -5 | 5
Cc1ccc(NC(=O)C2(C)Cc3ccccc3C(=O)O2)cc1 (configuration not stated) | 1.3 | 99 | -2 | 93 | 17 | 98 | -3 | -4 | 17 | -5 | -3
Cc1ccccc1Nc1nc(N)nc(COC(=O)c2ccccc2)n1 | 1.2 | 103 | -4 | 99 | 7 | 101 | -1 | -1 | 7 | -1 | 0
O=C(c1cc2nc(-c3ccc(Cl)cc3)cc(C(F)(F)F)n2n1)N1CCOCC1 | 0.3 | 94 | 3 | 91 | 14 | 95 | 0 | -2 | 7 | -1 | 0
O=C1OCCC1Sc1nnc(-c2ccc3c(c2)OCO3)o1 (configuration not stated) | 0.2 | 106 | -3 | 107 | 11 | 103 | 0 | -9 | 4 | 0 | 2
CCN1CCN(CCNC(=O)c2cn(C(C)c3ccccc3F)nn2)CC1 (configuration not stated) | 1.4 | 102 | -11 | 105 | 23 | 102 | -8 | -7 | 2 | -9 | -1
O=c1oc(-c2ccccc2)nc2sc3c(c12)CCC3 | 0.3 | 100 | 3 | 96 | 21 | 94 | 0 | 0 | 16 | -2 | -3
CC(C(=O)Nc1ccc(S(=O)(=O)N2CCCC2)cc1)N1CCN(C(=O)c2ccco2)CC1 (configuration not stated) | -0.4 | 101 | -8 | 105 | 14 | 103 | -3 | -11 | 7 | -9 | 1
CC(C)c1onc(C(=O)N2CCCCCC2)c1[N+](=O)[O-] | 0.7 | 100 | -5 | 102 | 12 | 100 | -3 | -5 | 19 | -2 | 0
COc1ccc(-c2csc(Cc3nnc4n3CCCCC4)n2)cc1 | 0.8 | 98 | -8 | 87 | 27 | 90 | -3 | -11 | 3 | -8 | -1
CCc1nnc(NC(=O)Cc2cccs2)s1 | -0.5 | 103 | -5 | 97 | 9 | 99 | -4 | -5 | 0 | -5 | -3
CC(C)(C)NS(=O)(=O)c1ccc(OCC(=O)NCc2ccco2)cc1 | -0.4 | 99 | 0 | 100 | 9 | 100 | 0 | -7 | -1 | -6 | 2
Cc1cc(C)n(-c2nc3ccccc3nc2N2CCOCC2)n1 | -0.4 | 102 | -1 | 104 | 13 | 102 | -3 | -2 | -2 | -7 | -2
Cc1c(NC(=O)c2ccc(-c3cccc([N+](=O)[O-])c3)o2)c(=O)n(-c2ccccc2)n1C | -2.2 | 100 | -4 | 103 | 16 | 100 | -2 | -5 | 0 | -3 | -5
CCOC(=O)N1CCN(S(=O)(=O)c2ccc(F)c(C(=O)Nc3cccc(Cl)c3C)c2)CC1 | 2.3 | 102 | -2 | 103 | 24 | 93 | -1 | -3 | 7 | -7 | -4
COc1cccc(-c2nnc(N(C)C(=O)c3ccno3)s2)c1 | 0.5 | 101 | -5 | 100 | 10 | 100 | -1 | -2 | 10 | -1 | -4
Cc1noc(C)c1COc1ccc(C(=O)O)cc1 | 0.0 | 99 | -3 | 97 | 11 | 99 | -3 | -6 | 5 | -1 | 0
Cc1ccc(Oc2ccc3c(c2)C(=O)N(c2cccc4cccnc24)C3=O)cc1 | 0.6 | 97 | 6 | 100 | 22 | 99 | 3 | 7 | 1 | 1 | 3
Oc1ccc(Br)cc1CN1CCCCCCC1 | 0.2 | 103 | -8 | 104 | 34 | 101 | 3 | -16 | 0 | -5 | -1
COc1ccc2c(CCNC(=O)c3ccco3)c[nH]c2c1 | 0.4 | 107 | -11 | 112 | 31 | 107 | -5 | -13 | 23 | -9 | -2
O=c1[nH]c2ccc(Cl)cc2c(O)c1Cc1ccccc1 | -0.5 | 101 | 5 | 100 | 14 | 105 | -2 | 7 | 0 | 4 | -2
CCOP(=O)(c1c(F)c(F)c(F)c(F)c1F)C1(O)CCCCC1 (configuration not stated) | 0.5 | 97 | 0 | 90 | 56 | 90 | -3 | -8 | 1 | 0 | -3
CNc1nc(-c2ccc3c(c2)CCN3C(=O)c2ccccc2F)c(C)s1 | -1.0 | 95 | -1 | 97 | 19 | 99 | -2 | 1 | 1 | -1 | -2
Cc1ccc(N(C(=O)Cn2nnc(-c3ccc(F)cc3)n2)C(C(=O)NC(C)(C)C)c2ccncc2)cc1 (configuration not stated) | 0.5 | 104 | -3 | 104 | 14 | 103 | -4 | -6 | 0 | -3 | -2
CC(=O)c1ccc(N2CCN(S(=O)(=O)c3cccc4nsnc34)CC2)cc1 | 0.3 | 100 | -3 | 104 | 9 | 106 | -1 | -4 | 6 | -1 | 0
Cc1[nH]c(=O)c(C#N)c(C)c1Br | 0.1 | 101 | -6 | 105 | 23 | 102 | -2 | -6 | 1 | -4 | 2
O=C(CCCCCn1c(=O)[nH]c2ccsc2c1=O)NCc1ccc(F)cc1 | 0.3 | 102 | -8 | 96 | 10 | 106 | -3 | -9 | 4 | -7 | 1
CCOC(=O)C(Cc1ccc(OC)c([N+](=O)[O-])c1)NC(=O)CCC(=O)Nc1ccc(C)cc1 (configuration not stated) | 1.1 | 90 | 4 | 100 | 30 | 97 | 2 | 8 | 13 | 3 | 1
Cc1cc(C(C)(C)C)c(O)c(C)c1CC1=NCCN1 | 0.1 | 104 | -4 | 103 | 26 | 105 | -4 | -10 | 0 | -5 | 0
COc1ccc(S(=O)(=O)N(C)CC(=O)Nc2ccccc2C(F)(F)F)cc1OC | 0.7 | 93 | -3 | 88 | 20 | 85 | -3 | -4 | 3 | -1 | -2
O=S1(=O)C=C(SCc2ccc(Cl)c(Cl)c2)Nc2ccccc21 | 1.1 | 98 | -2 | 101 | 17 | 99 | -3 | 1 | 2 | -3 | -2
COP(=O)(CN(Cc1ccccc1)C(=S)Nc1c(C)cccc1C)OC | 1.0 | 102 | -1 | 101 | 11 | 103 | -3 | -3 | 6 | -3 | -1
O=C(Oc1ccc(C(=S)N2CCOCC2)cc1Br)c1cc(Cl)ccc1Cl | 2.4 | 98 | -4 | 101 | 22 | 104 | -4 | 3 | 3 | -7 | -1
COc1ccc(C2CC(c3ccccc3)=NN2C(=O)CSc2ncn[nH]2)cc1 (configuration not stated) | -0.3 | 98 | 2 | ? | 12 | 95 | 0 | 8 | 1 | 6 | 11
COc1cc2c(cc1NC(=O)C(c1ccccc1)c1ccccc1)CCCC2 | 1.6 | 108 | 0 | 108 | 24 | 107 | 0 | -1 | 9 | -4 | 1
CCOc1ccc(NC(=O)CN2C(=O)NC(CCSC)C2=O)cc1 (configuration not stated) | -0.2 | 103 | -8 | 97 | 11 | 101 | -3 | -9 | 0 | -7 | -3
CC(C)(C)C1CCc2onc(C(=O)Nc3ccc(F)cc3F)c2C1 (configuration not stated) | 0.6 | 100 | 0 | 97 | 10 | 99 | -1 | -2 | 3 | 0 | 2
CCOC(=O)Cc1ccc2sc(-c3ccccc3)nc2c1 | 0.9 | 113 | -6 | 100 | 10 | 104 | -8 | -3 | 45 | -7 | -5
COc1ccc(CCNC(=O)C2CCN(S(=O)(=O)N3CC(C)CC(C)C3)CC2)cc1OC (configuration not stated) | 0.4 | 75 | -1 | 81 | 18 | 83 | -4 | -1 | 2 | -1 | -3
CCCCOP(=O)(OCCCC)C(O)c1ccc(Br)cc1 (configuration not stated) | 0.6 | 98 | -2 | 102 | 13 | 100 | 2 | -1 | 13 | -4 | -3
Cn1c(=O)c2c(SCc3ccccn3)nc(CC(C)(C)C)nc2n(C)c1=O | 3.1 | 99 | -5 | 99 | 18 | 97 | -3 | -8 | 24 | -2 | 0

Fetched by structure from the list above (four):
SMILES | ABCB1 block | RGS8-Gao | Bim-Bcl-2 | RGS7-Gao reg | GSH bead fluor | RGS4-Gao reg | Bim-Bcl-XL | Bfl-1 Bim block | ABCG2 block | Bim-Bcl-B | Bim-Bcl-W
COc1cc2c(cc1NC(=O)C(c1ccccc1)c1ccccc1)CCCC2 | 1.6 | 108 | 0 | 108 | 24 | 107 | 0 | -1 | 9 | -4 | 1
O=S1(=O)C=C(SCc2ccc(Cl)c(Cl)c2)Nc2ccccc21 | 1.1 | 98 | -2 | 101 | 17 | 99 | -3 | 1 | 2 | -3 | -2
O=C(Oc1ccc(C(=S)N2CCOCC2)cc1Br)c1cc(Cl)ccc1Cl | 2.4 | 98 | -4 | 101 | 22 | 104 | -4 | 3 | 3 | -7 | -1
CCOC(=O)C(Cc1ccc(OC)c([N+](=O)[O-])c1)NC(=O)CCC(=O)Nc1ccc(C)cc1 (configuration not stated) | 1.1 | 90 | 4 | 100 | 30 | 97 | 2 | 8 | 13 | 3 | 1

The listing continues.
SMILES | ABCB1 block | RGS8-Gao | Bim-Bcl-2 | RGS7-Gao reg | GSH bead fluor | RGS4-Gao reg | Bim-Bcl-XL | Bfl-1 Bim block | ABCG2 block | Bim-Bcl-B | Bim-Bcl-W
COC(=O)c1ccc(N2C(=O)CC(N(C)Cc3ccccc3)C2=O)cc1 (configuration not stated) | 0.4 | 97 | -8 | 98 | 60 | 95 | -1 | -13 | 3 | -8 | -1
NNC(=O)c1cccc(COc2ccc3c(c2)CCC3)c1 | -1.0 | 100 | -3 | 97 | 21 | 95 | -4 | -1 | -2 | -6 | -3
Fc1ccc(C2CCCN2Cc2nc(CC3CC3)no2)cc1 (configuration not stated) | 0.6 | 103 | -10 | 103 | 49 | 98 | -6 | -16 | 2 | -6 | -5
Cc1cc(C(=O)OCC(=O)N2CC(=O)Nc3ccccc32)c(C)n1-c1ccc(F)cc1 | 0.8 | 99 | -10 | 102 | 15 | 105 | -2 | -10 | 4 | -9 | -7
Cc1nc(NC(=O)c2cccs2)ccc1Br | 1.1 | 101 | -2 | 105 | 15 | 102 | 0 | -4 | 22 | 0 | -2
Cc1cn(C(=O)c2ccccc2)c(=S)n1-c1ccc(Br)cc1 | 0.7 | 99 | -4 | 99 | 12 | 99 | -4 | -3 | 10 | -8 | -6
CC/C(=C\c1oc2cc3ccccc3cc2[n+]1CC)Nc1ccccc1 | 1.5 | 100 | 1 | 96 | 10 | 100 | -5 | -1 | 3 | -4 | 1
O=C(Cn1cc(SCc2cccc(Cl)c2)c2ccccc21)N1CCOCC1 | 0.7 | 101 | -8 | 97 | 20 | 101 | -7 | -13 | 2 | -11 | -7
Cc1cc(C(=O)NCC(=O)OCC(=O)N(C2CCCCC2)C2CCCCC2)ccc1[N+](=O)[O-] | 1.9 | 103 | 2 | 103 | 7 | 99 | -4 | -2 | 1 | -5 | 0
CN(C)c1ccc(C2N(c3ccc(Cl)cc3)C(=O)C3CCCN32)cc1 (configuration not stated) | 1.0 | 99 | -6 | 103 | 28 | 102 | -3 | -5 | 2 | -3 | -5

Not a hit list. Share with any hit: about 1.1%.
